ERG-DNA inh – blocks human ERG Ets domain binding to DNA. 370,000 tested, 0.028% active. Potency, µM (series often up to 76.9 µM), for inactives: at the highest dose FP activity, negative = inhibition, hits mostly inhibitors. fluorescence polarization, His-ERG Ets domain / labelled DNA. AID 624246. P11308; active = well fitted inhibition curve with a large enough effect in the polarisation, with a control signal flat; inconclusive = small, poorly fitted or top-dose-only effect, or effect the other way, or a change in a side signal; inactive = no such curve, though single readings can be large or run the other way; the % refers to the polarisation;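 also: polarization taken with two DNA probes labelled with fluorescein and Texas red; potency is read from the fitted curve at half-maximal effect; % of control where 0% means no effect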
Target sequence (P11308 whole entry, looked up, the tested form may be a part): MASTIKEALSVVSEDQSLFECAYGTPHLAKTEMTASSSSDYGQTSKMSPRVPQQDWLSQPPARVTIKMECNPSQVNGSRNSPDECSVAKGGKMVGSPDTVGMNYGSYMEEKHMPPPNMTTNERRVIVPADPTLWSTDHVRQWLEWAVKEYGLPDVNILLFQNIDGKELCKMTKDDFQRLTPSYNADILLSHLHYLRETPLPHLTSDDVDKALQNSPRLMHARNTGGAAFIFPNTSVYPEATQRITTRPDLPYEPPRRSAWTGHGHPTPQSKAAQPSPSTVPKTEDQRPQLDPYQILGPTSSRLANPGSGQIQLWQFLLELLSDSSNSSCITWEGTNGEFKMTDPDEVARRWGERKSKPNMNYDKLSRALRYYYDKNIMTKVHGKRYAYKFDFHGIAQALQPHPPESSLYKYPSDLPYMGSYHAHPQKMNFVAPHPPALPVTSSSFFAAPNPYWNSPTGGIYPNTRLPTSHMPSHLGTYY
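His-tagged ERG Ets domain (1 uM in the protein solution; 300mM KCl, 50mM Tris-HCl, 1mM EDTA, 1mM DTT, pH 7.5) received compound, then a probe mix of 5 nM fluorescein-DNA and 100nM Texas-615-DNA. Fluorescence polarization was read for both dyes.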
LDHA inh – LDHA (human) enzyme inhibition; 480,000 tested, 0.15% active; purified LDHA, NADH/diaphorase-resazurin fluorescence; stronger effect = lower value; activity change, % (values are at about 110 or 230 µM); AID 1347041; in the data active = activity change below about -30%; inconclusive = mostly about -25% to -30%;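 also: plate controls were DMSO wells for no effect and wells without enzyme for full effect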
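Human LDH5 at 2 nM final in Tris HCl pH 7.4 with 0.06 mM NADH and 0.2 mM pyruvate, reacted 5 minutes at room temperature. Remaining NADH coupled via diaphorase/resazurin; resorufin fluorescence read at 0 and 20 minutes, normalized to enzyme-free and DMSO wells.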
Vif-APOBEC3F blk – inhibitors of Vif-A3F interaction | HeLa A3F-eYFP + Vif (tagged APOBEC3F with the HIV-1 protein that degrades it), YFP fluorescence increase | Potency, µM (titrated, usually from 46.1 µM), inactives show at the top dose activity, negative = active | 390,000 tested, 0.2% active | AID 602313; also: potency is read from the fitted curve at half-maximal effect; % of control where 0% means no effect; nearly all actives have a fitted effect of over 65% in size
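HeLa cells stably expressing Vif plus C-terminally eYFP-tagged A3F were seeded, incubated overnight at 37 deg C, dosed with compound, incubated overnight again at 37 deg C. Yellow fluorescence (Ex 488/Em 500-530) reported blocked Vif-mediated A3F-eYFP degradation.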
Vif-APOBEC3G blk – Vif-A3G binding inhibition; HeLa A3G-eYFP + Vif (tagged APOBEC3G with the HIV-1 protein that degrades it), YFP fluorescence, overnight; Potency, µM (doses to about 46.1 µM), inactives show at the highest dose activity, negative = active, usual class: inhibitors; 410,000 tested, 0.076% active;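 also: potency is read from the fitted curve at half-maximal effect; % is scaled to controls: 0 for no effect and ±100 for the full control effect; nearly all actives have a fitted effect of over 60% in size; hits raise eYFP signal because A3G escapes Vif-driven loss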
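HeLa cells stably expressing Vif and C-terminally eYFP-tagged A3G, seeded overnight at 37 deg C, then exposed to compound by pintool overnight at 37 deg C. Rise in yellow fluorescence (Ex 488/Em 500-530, Acumen) marks blocked Vif-driven A3G degradation.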
RGS4 inhibitor – inhibitors of human regulator of G protein signaling 4; AID 504845; P49798; 390,000 tested, 0.039% active; Potency, µM (highest dose often 114 µM), without a hit: at the highest dose activity change, negative = inhibition, usual class: inhibitors; Transcreener GDP fluorescence polarization, RGS4-accelerated GTP hydrolysis; also: potency is read from the fitted curve at half-maximal effect; % is scaled to controls: 0 for no effect and ±100 for the full control effect; nearly all actives have a fitted effect of over 75% in size; some results filed as inactive show a strong effect at the top dose
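MLSMR compounds (23 nl, pin-transferred) preincubated 10 min at room temperature with a 500nM (2x) first reagent, then RGS4 at 900nM (2x) plus Transcreener GDP mix added; fluorescence polarization (620/688 nm) read before and after 90 min at 30 °C.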
D2 antag – D2 dopamine receptor (human) antagonism; P14416; HEK293 TREx D2 cells, calcium flux, dopamine EC80; inhibition, % at 10 µM; 340,000 tested, 2% active; AID 485344; in the data active = inhibition above about 30%; also: 0% is about no effect
Target sequence (P14416 whole entry, looked up): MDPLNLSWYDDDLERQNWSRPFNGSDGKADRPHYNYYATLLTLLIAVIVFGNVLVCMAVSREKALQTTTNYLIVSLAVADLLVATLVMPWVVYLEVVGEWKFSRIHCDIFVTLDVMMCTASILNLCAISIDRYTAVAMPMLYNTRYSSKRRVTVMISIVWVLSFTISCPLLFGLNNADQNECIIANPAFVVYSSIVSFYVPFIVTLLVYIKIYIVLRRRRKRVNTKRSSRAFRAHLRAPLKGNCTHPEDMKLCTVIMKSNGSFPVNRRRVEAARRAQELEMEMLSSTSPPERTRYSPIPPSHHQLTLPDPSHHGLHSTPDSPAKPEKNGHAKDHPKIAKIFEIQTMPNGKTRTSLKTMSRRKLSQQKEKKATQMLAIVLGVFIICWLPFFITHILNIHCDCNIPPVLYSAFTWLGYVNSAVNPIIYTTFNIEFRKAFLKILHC
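Read-out: kinetic calcium fluorescence (1 cycle/s) in inducible HEK293 T-REx D2 cells after an EC80 dopamine addition that followed 180 s compound preincubation. Loss of the dopamine response indicates antagonism.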
12-LOX inh – ALOX12 (human) lipoxygenase inhibition. purified 12hLO, xylenol orange hydroperoxide absorbance. 580,000 tested, 1.1% active. P18054. Potency, µM (titrated, usually from 108 µM), for the others: at the highest dose activity change, negative = inhibition, usual class: inhibitors; also: potency is read from the fitted curve at half-maximal effect; % is scaled to controls: 0 for no effect and ±100 for the full control effect
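Purified human 12hLO (150 nM final) in 25 mM Hepes, 0.01% Triton X-100, pH 7.0 was preincubated 15 min at room temperature with compound. Then 40 uM arachidonic acid was added, 30 min. Hydroperoxide was read by Fe-XO absorbance ratio 573/405 nm.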
D2 agonist – agonists of human D2 dopamine receptor. P14416. HEK293 T-REx D2 cells, calcium flux agonist mode. activation, % at 2 µM. 340,000 tested, 0.53% active. AID 485358;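 active = activation over 3 SD above normal in the single-dose calcium agonist read, cut at about 30% in these data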; also: 0% is about no effect
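Tetracycline-induced HEK293 T-REx cells with force-coupled D2 receptor, plated overnight at 30 C, loaded with no-wash calcium dye. After a 10 s baseline, compound was pin-added and calcium flux read kinetically for 180 s; calcium rises flagged agonists.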
GRP78 ERSR act – ER stress response induction in glioma. 420,000 tested, 0.02% active. Potency, µM, inactives show at the top dose activation, hits mostly activators. U87-MG GRP78 promoter luciferase reporter, 16 h; also: potency is read from the fitted curve at half-maximal effect; series mostly up to about 76 µM; % of control where 0% means no effect; nearly all actives have a fitted effect of over 35% in size
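Stably transfected U87-MG glioma cells carrying a GRP78-based luciferase sensor; 16 h compound incubation. Luminescence end-point read 10 min after Bright-Glo addition at room temperature.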
* marks the source's active call; other numbers are inactive results; ? = inconclusive; · = no result given; & = joins results of further samples; [ ] = remark or other dose. Unless noted, calls follow the shape of the dose curve; as a rule, active = well fitted curve in the direction sought with a large enough effect; inconclusive = small, poorly fitted or top-dose-only effect, or another doubt; inactive = no such curve, though single readings can be large; an effect the other way counts as inactive or inconclusive. Only part of the results is shown; count on the stated rates, not on these rows.

No.	mol	ERG-DNA inh	LDHA inh	Vif-APOBEC3F blk	Vif-APOBEC3G blk	RGS4 inhibitor	D2 antag	12-LOX inh	D2 agonist	GRP78 ERSR act
1	CN(CCc1cnn(C)c1)Cc1nc(Cc2ccccc2)no1	4.0%	-7.5	13.9%	2.7%	14.2%	8.3	12.0%	0.1	-2.8%
2	COc1ccc(S(=O)(=O)Nc2cccc3c2O[C@H](CN(C)C)[C@@H](C)CN([C@H](C)CO)C3=O)cc1	-3.3%	-9.0	-1.8%	0.6%	7.1%	·	1.7%	·	-2.3%
3	Cc1cn([C@H]2C[C@H](O)[C@@H](/C=C/C(=O)NCCC(c3ccccc3)c3ccccc3)O2)c(=O)[nH]c1=O	·	-18.0	·	-2.8%	·	·	-3.4%	·	-2.9%
4	CCN(CC(=O)Nc1c(F)cccc1F)C(=O)C1CCN(c2ncnc3sc(C)c(C)c23)CC1	-1.7%	-3.3	3.1%	-11.8%	-36.1%	-9.6	?	-0.2	-4.1%
5	O=C(NC1CCCCC1)N1CCc2ccccc2C1	?	-10.1	-4.2%	-7.1%	-47.2%	-2.8	-7.2%	-0.1	0.6%
6	COc1ccc(NC(=O)CN(C)C(=O)c2ccccc2CCc2ccccc2)cc1	-13.9%	-6.1	7.2%	4.6%	13.2%	4.9	0.1%	0.0	0.7%
7	Cc1cc(=O)[nH]c(NCCO)n1	2.7%	-3.5	11.8%	4.5%	-6.6%	1.4	-0.2%	1.8	0.3%
8	COc1ccc(NC(=O)Nc2cccc(C)n2)c(OC)c1	4.0%&-2.0%	0.3&0.2	-10.6%&0.2%	-2.7%&5.4%	30.2%&-16.1%	-3.4	2.6%&-15.9%	-0.2&-2.4	-1.7%&-1.6%
9	O=C(CN1C(=O)CCC1=O)Nc1ccc(Cc2ccc(NC(=O)CN3C(=O)CCC3=O)cc2)cc1	-4.1%	-0.2	-4.3%	-0.5%	-17.1%	2.9	-0.3%	-0.7	0.5%
10	NNC(=S)Nc1ccc(S(=O)(=O)N2CCCCC2)cc1	-7.1%	-0.2	-3.4%	-0.6%	-11.7%	-7.0	-25.7%	0.3	-2.4%
11	Cc1cc(C)c(-c2c(O)c3cccnc3n(C)c2=O)c(C)c1	2.1%	-6.6	5.9%	-0.5%	-5.2%	·	0.0%	·	-2.5%
12	CCNC(=S)NNC(=O)c1c(Cl)c(C)nn1C	-0.1%	-1.6	-10.2%	2.3%	-13.3%	-7.9	24.1%	-1.1	0.7%
13	CC1CCCCC1NC(=O)/C(C#N)=C/c1ccc(F)c(F)c1 (configuration not stated)	·	3.0	-0.6%	-4.6%	2.3%	-14.7	-22.4%	0.8	-6.0%
14	CCCS(=O)(=O)c1c(S(=O)(=O)CCC)c2cnccn2c1C(=O)c1ccc(OC)cc1	-5.9%	-10.0	-6.5%	2.4%	12.8%	-7.2	7.7%	0.5	-0.1%
15	CCC(C)N(C(=O)COC(=O)c1nc2nc(C)cc(C)n2n1)C1CCS(=O)(=O)C1 (configuration not stated)	-9.0%	-2.7	-10.0%	1.1%	5.3%	3.6	-21.6%	0.1	-2.3%
16	CC(=O)c1c(C)nc(Nc2nc(C)c3cc(C)ccc3n2)nc1C	13.1%	5.9&0.6	-15.3%	-4.4%	15.9%	4.5	-11.4%&158.0%	0.3	5.7%
17	CN(c1ccc(OCC(=O)OCC(=O)Nc2ccccc2)cc1)S(=O)(=O)c1ccc(F)cc1	-1.6%	0.9	-22.0%	-0.9%	-14.7%	-12.2	-2.4%	0.8	-1.0%
18	COc1ccc(C(=O)Nc2nc(-c3ccccn3)cs2)cc1S(=O)(=O)N1CCOCC1	0.9%	5.7	11.0%	-1.2%	?	·	16.6%	·	-2.4%
19	COc1cc(SC)ccc1C(=O)Nc1ccccc1C#N	-4.4%	-11.8	·	0.3%	-24.5%	-1.5	-23.4%	0.2	1.0%
20	N#Cc1ccc(OCC(O)CN2CCN(C(c3ccccc3)c3ccccc3)CC2)cc1 (configuration not stated)	-0.3%	-1.7	-11.4%	-3.8%	4.3%	11.7	-14.8%	0.1	-0.8%
21	O=C(Nc1cc2c(cc1Cl)OCCCO2)c1ccco1	-23.1%	-4.7	-5.9%	-2.0%	-33.9%	4.8	-3.5%	1.0	-2.0%
22	NNC(=O)COc1ccccc1F	-6.5%	-2.1	-4.6%	0.6%	-14.1%	-2.6	2.7%	0.3	1.0%
23	Cc1nc2ccc(S(=O)(=O)NC(C(=O)NCc3cccs3)C(C)C)cc2s1 (configuration not stated)	-3.8%	-10.5	-6.6%	2.4%	-35.2%	2.6	-0.6%	-1.1	-4.2%
24	C=CCNc1nc(C(=O)OCC(=O)c2ccccc2)cs1	14.0%	-0.9&7.8	-1.9%	1.6%	34.5%	7.5	444.0%&-1.2%[activator]	-0.5	-9.5%
25	Cn1c(COc2ccccc2)nnc1SCc1cc(=O)[nH]c2ccccc12	-2.0%	-7.2	-6.6%	0.2%	5.8%[11.4 µM]	38.7*	0.0%	0.9	-2.9%
26	Cc1ccc(SCC2(O)CCN(C(=O)c3ccc(Cl)cc3)CC2)cc1	1.6%	-5.6	-5.5%	3.2%	-19.1%	12.2	?	-1.1	-3.9%
27	C=CCNC(=S)Nc1nc2c(cc1C(=O)OCC)COC(C)(C)C2	-14.0%	-0.6	-2.2%	1.1%	1.9%[11.4 µM]	-4.3	?	1.7	1.1%
28	CCN(Cc1ccccc1)S(=O)(=O)c1ccc(OC)cc1	6.6%	-0.1	4.8%	4.0%	25.0%	-8.4	?	1.7	-1.3%
29	O=C(Cn1c(SCC(=O)N2CCCc3ccccc32)nc2ccccc21)N1CCCC1	-6.6%	0.2	-0.8%	-4.9%	16.1%	-19.4	-13.3%	0.0	-5.6%
30	O=C(NCc1ccccc1)Nc1cccn(Cc2ccccc2Cl)c1=O	5.6%	-1.2	11.3%	-14.6%	14.4%	33.2*	-23.1%	-2.2	5.5%
31	CC(=O)Nc1ccc(NC(=O)c2ccc(N(C)S(=O)(=O)c3ccc(C)cc3)cc2)cc1	-7.4%	-7.3	-16.7%	-4.8%	13.9%	17.3	97.4%[activator]	0.8	-7.3%
32	O=C(C1CC(=O)N(c2ccc3c(c2)OCCO3)C1)N1CCN(Cc2ccccc2)CC1 (configuration not stated)	-7.0%	0.5	0.7%	2.3%	9.4%	5.0	15.9%	1.2	-2.4%
33	Cc1ccc(C)c(N(CC(=O)NC2CCCCC2)C(=O)c2csnn2)c1	-1.0%	-0.9	-14.3%	-10.1%	-7.8%	-24.7	0.0%	0.7	-4.5%
34	CC(C)c1ccc(Nc2n[nH]c(=S)s2)cc1	·	-12.9	·	-5.9%	·	·	6.31µM*	·	4.0%
35	O=C(NC(Cc1ccccc1)C(=O)O)/C(=C\c1ccco1)NC(=O)c1ccco1 (configuration not stated)	-4.5%	4.8	2.7%	-4.7%	-8.2%	-2.7	-54.4%	-0.1	5.7%
36	CC(C)c1ccc(OCC(=O)NCc2n[nH]c(=O)c3ccccc23)cc1	-19.0%	-4.3	-6.4%	-3.8%	-0.4%	-4.5	1.4%	-0.2	-3.9%
37	N#CCSc1n[nH]c2nc3c(c(=O)n12)C1(CCCCC1)Cc1ccccc1-3	-1.2%	5.5&-9.2	2.2%	2.0%	?	-9.3	0.1%&3.4%	-1.4	0.8%
38	COc1ccc(CNC(=O)CN2C(=O)CSc3ccc(S(=O)(=O)N4CCCC4)cc32)cc1	0.0%	0.4	-4.0%	4.8%	13.1%	·	-12.9%	0.1	-4.4%
39	CCC1(CC)Cc2ccccc2C(=O)N1	-0.3%	6.9	5.7%	1.7%	-0.5%	-3.6	-19.9%	0.1	-4.2%
40	O=C(CSc1cccc(C(F)(F)F)c1)Nc1cc(S(=O)(=O)N2CCCC2)ccc1Cl	-15.0%	-0.8	10.1%	1.5%	14.7%	-3.4	-15.8%	0.0	-7.6%
41	CCCC1CCC(c2ccc(/C(N)=N/O)cc2)CC1 (configuration not stated)	14.4%	-3.2	-4.2%	-10.4%	-15.9%	16.8	79.2%[activator]	-1.1	0.5%
42	COc1cccc(CNC(=O)CC(NC(C)=O)c2ccccc2)c1 (configuration not stated)	5.8%	-3.2	-1.9%	-1.3%	8.5%	-0.4	-6.0%	0.0	-1.7%
43	O=C(Cc1ccccc1)N[C@@H](Cc1ccccc1)C(=O)O	-1.2%	-1.4	4.2%	-2.1%	-17.1%	11.5	7.4%	0.4	-3.0%
44	COc1cc(NS(=O)(=O)c2ccc(OC)c(OC)c2)cc(OC)c1	·	3.6	-1.3%	0.2%	39.8%	-19.3	3.4%	-0.7	-2.5%
45	O=C(NC1CCS(=O)(=O)C1)c1cnccn1 (configuration not stated)	6.6%	-7.8	-4.5%	0.2%	19.2%	3.9	246.3%[activator][57.4 µM]	-0.2	2.7%
46	Cc1ccccc1Cn1ccc(-c2ccc3c(c2)OCO3)n1	0.7%	2.4	-0.2%	0.1%	-9.6%	-4.0	-14.8%	0.4	8.0%
47	CCN=C(Nc1ccc2c(c1)OCO2)SC1CC(=O)N(c2ccccc2F)C1=O (configuration not stated)	-16.5%	-6.3	-2.6%	0.3%	4.3%	·	4.8%	·	-1.4%

Screens as filed in PubChem BioAssay.
